RGS4 inhibitor: Inhibitors of Regulator of G Protein Signaling (RGS) 4: qHTS; Transcreener GDP fluorescence polarization, RGS4-accelerated GTP hydrolysis; 0.039% of 390,000 active; AID 504845, 2011; Potency, µM (titrated, usually from 114 µM), without a hit: top-dose activity change, negative = inhibition, usual class: inhibitors; also: potency is read from the fitted curve at half-maximal effect; % is scaled to controls: 0 for no effect and ±100 for the full control effect; nearly all actives have a fitted effect of over 75% in size; some results filed as inactive show a strong effect at the top dose
Target sequence (P49798 whole entry, looked up): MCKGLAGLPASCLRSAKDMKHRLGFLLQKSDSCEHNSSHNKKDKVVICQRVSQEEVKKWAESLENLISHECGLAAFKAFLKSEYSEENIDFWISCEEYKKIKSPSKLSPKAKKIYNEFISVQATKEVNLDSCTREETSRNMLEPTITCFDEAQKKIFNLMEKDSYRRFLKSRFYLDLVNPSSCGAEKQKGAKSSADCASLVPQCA
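MLSMR compounds (23 nl, pin-transferred) preincubated 10 min at room temperature with a 500nM (2x) first reagent, then RGS4 at 900nM (2x) plus Transcreener GDP mix added; fluorescence polarization (620/688 nm) read before and after 90 min at 30 °C.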
POLH inh: qHTS for Inhibitors of Polymerase Eta; AID 588591, 2011; DNA polymerase eta (Homo sapiens), Q9Y253; Potency, µM (doses to about 114 µM), for the others: at the highest dose activity change, negative = inhibition, actives largely listed as inhibitors; 1.2% of 390,000 active; recombinant Pol eta, fluorescent DNA replication assay; also: potency is read from the fitted curve at half-maximal effect; % is scaled to controls: 0 for no effect and ±100 for the full control effect
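Pol eta at 10 nM preincubated with compounds 15 min at room temperature; reaction started with fluorescent substrate (50 nM final) and read kinetically at 0 and 10 min.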
Pol beta inh: qHTS Assay for Inhibitors of DNA Polymerase Beta; P06746; Pol beta primer extension/strand displacement, fluorescence kinetic; Potency, µM (titrated, usually from 114 µM), without a hit: at the highest dose activity change, negative = inhibition, most hits filed as inhibitors; 1.3% of 340,000 active; also: potency is read from the fitted curve at half-maximal effect; % is scaled to controls: 0 for no effect and ±100 for the full control effect
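Preincubation: enzyme (10 nM) with compound, 15 min, RT. Reaction: substrate added to 50 nM final. Reads: 0 and 10 min. Analysis: normalized, Hill fit.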
LDHA inh: qHTS assay for inhibitors of human lactate dehydrogenase | purified LDHA, NADH/diaphorase-resazurin fluorescence; hits give low values | 0.15% of 480,000 active | AID 1347041, 2019 | L-lactate dehydrogenase A chain (Homo sapiens), P00338 | activity change, % (values are at about 110 or 230 µM); in the data active = activity change below about -30%; inconclusive = mostly about -25% to -30%;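 also: plate controls were DMSO wells for no effect and wells without enzyme for full effect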
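Resorufin fluorescence (ex540/em590), read at 0 and 20 min after diaphorase/resazurin addition, reports the NADH left after a 5 min room-temperature reaction of 2 nM human LDH5 with 0.06 mM NADH and 0.2 mM pyruvate.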
APE1 inh: qHTS Assay for Inhibitors of the Human Apurinic/apyrimidinic Endonuclease 1 (APE1); DNA repair nuclease/redox regulator APEX1 (Homo sapiens), P27695; recombinant APE1, TAMRA/BHQ-2 abasic DNA cleavage fluorescence; Potency, µM (series often up to 65.8 µM), inactives show at the top dose activity change, negative = inhibition, usual class: inhibitors; 0.35% of 350,000 active;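 also: potency is read from the fitted curve at half-maximal effect; plate controls were vehicle for no effect and reference inhibitor for full effect; nearly all actives have a fitted effect of over 55% in size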
Target sequence (P27695 whole entry, looked up): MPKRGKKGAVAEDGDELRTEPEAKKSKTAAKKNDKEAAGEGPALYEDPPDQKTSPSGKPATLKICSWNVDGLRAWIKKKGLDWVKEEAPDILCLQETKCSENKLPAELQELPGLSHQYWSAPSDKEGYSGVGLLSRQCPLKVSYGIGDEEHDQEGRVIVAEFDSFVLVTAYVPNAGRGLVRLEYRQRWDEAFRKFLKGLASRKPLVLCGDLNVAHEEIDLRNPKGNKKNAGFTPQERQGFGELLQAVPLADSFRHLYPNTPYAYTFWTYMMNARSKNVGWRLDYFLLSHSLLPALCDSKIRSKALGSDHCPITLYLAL
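Endonuclease cleavage of a quenched abasic-site DNA duplex (50 nM) by APE1 (0.75 nM) was tracked by TAMRA dequenching. Compounds were preincubated with enzyme 15 min at room temperature; data normalized to buffer-only and DMSO wells plus NSC13755 control.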
Anesthetic bind: qHTS Assay for Identification of Novel General Anesthetics. apoferritin/1-aminoanthracene competitive binding, fluorescence. Potency, µM (highest dose often 77.5 µM), inactives show at the highest dose activity change, negative = displacement, usual class: inhibitors. 0.074% of 350,000 active. AID 485281, 2010; also: potency is read from the fitted curve at half-maximal effect; % is scaled to controls: 0 for no effect and ±100 for the full control effect; nearly all actives have a fitted effect of over 20% in size
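Horse-spleen apoferritin (10 uM) was mixed with 50% saturated 1-aminoanthracene in PBS, exposed to compounds for 10 min at room temperature, and read for fluorescence (ex 380 nm, em 535 nm). Competitive displacement was fitted with a four-parameter Hill equation.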
Pol kappa inh: qHTS for Inhibitors of Polymerase Kappa; purified Pol kappa, fluorescent DNA synthesis assay, 10 min; DNA polymerase kappa (Homo sapiens), Q9UBT6; 0.53% of 400,000 active; Potency, µM (top dose mostly 107 µM), without a hit: top-dose activity, negative = inhibition, most hits filed as inhibitors; also: potency is read from the fitted curve at half-maximal effect; % is scaled to controls: 0 for no effect and ±100 for the full control effect
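Kinetic fluorescence screen: compound preincubated 15 min RT with 10 nM enzyme; 50 nM substrate (final) initiates; reads at 0/10 min.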
12-LOX inh: Primary qHTS assay for inhibitors of human arachidonate 12S-lipoxygenase (ALOX12): Round 2. purified 12hLO, xylenol orange hydroperoxide absorbance. Potency, µM (highest dose often 108 µM), inactives show top-dose activity change, negative = inhibition, usual class: inhibitors. 1.1% of 580,000 active. AID 1671190, 2021; also: potency is read from the fitted curve at half-maximal effect; % is scaled to controls: 0 for no effect and ±100 for the full control effect
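Purified human 12hLO (150 nM final) in 25 mM Hepes, 0.01% Triton X-100, pH 7.0 was preincubated 15 min at room temperature with compound. Then 40 uM arachidonic acid was added, 30 min. Hydroperoxide was read by Fe-XO absorbance ratio 573/405 nm.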
ERG-DNA inh: qHTS for Small Molecule Inhibitors of the ERG Ets/DNA interaction; Transcriptional regulator ERG (Homo sapiens), P11308; fluorescence polarization, His-ERG Ets domain / labelled DNA; Potency, µM (doses to about 76.9 µM), inactives show at the top dose FP activity, negative = inhibition, most hits filed as inhibitors; 0.028% of 370,000 active; AID 624246, 2012; active = well fitted inhibition curve with a large enough effect in the polarisation, with a control signal flat; inconclusive = small, poorly fitted or top-dose-only effect, or effect the other way, or a change in a side signal; inactive = no such curve, though single readings can be large or run the other way; the % refers to the polarisation;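 also: polarization taken with two DNA probes labelled with fluorescein and Texas red; potency is read from the fitted curve at half-maximal effect; % of control where 0% means no effect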
Target sequence (P11308 whole entry, looked up, the tested form may be a part): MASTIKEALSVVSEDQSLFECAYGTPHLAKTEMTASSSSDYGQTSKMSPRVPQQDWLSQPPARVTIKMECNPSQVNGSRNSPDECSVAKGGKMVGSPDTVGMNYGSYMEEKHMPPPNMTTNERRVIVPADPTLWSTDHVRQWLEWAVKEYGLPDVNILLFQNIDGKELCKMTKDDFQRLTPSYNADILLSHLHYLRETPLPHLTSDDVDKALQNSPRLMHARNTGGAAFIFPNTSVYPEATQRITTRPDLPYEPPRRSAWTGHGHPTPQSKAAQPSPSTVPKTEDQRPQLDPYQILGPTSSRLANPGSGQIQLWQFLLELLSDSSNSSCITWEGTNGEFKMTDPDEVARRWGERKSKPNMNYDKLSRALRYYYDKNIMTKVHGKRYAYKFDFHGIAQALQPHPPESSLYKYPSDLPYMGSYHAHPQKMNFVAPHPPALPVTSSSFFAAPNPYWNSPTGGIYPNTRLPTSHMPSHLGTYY
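His-tagged ERG Ets domain (1 uM in the protein solution; 300mM KCl, 50mM Tris-HCl, 1mM EDTA, 1mM DTT, pH 7.5) received compound, then a probe mix of 5 nM fluorescein-DNA and 100nM Texas-615-DNA. Fluorescence polarization was read for both dyes.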
* hit, by the source's call; [ ] = dose if it differs, or a comment. Unless noted, calls follow the shape of the dose curve; as a rule, active = well fitted curve in the direction sought with a large enough effect; inconclusive = small, poorly fitted or top-dose-only effect, or another doubt; inactive = no such curve, though single readings can be large; an effect the other way counts as inactive or inconclusive. These rows are one share of the data (hit frequency here may not be typical).

What do the screens show for `CCCCOC(=O)CSC1=C(C#N)C(c2ccc3c(c2)OCO3)CC(=O)N1` (centres undefined)?
RGS4 inhibitor: -20%; POLH inh: -17%; Pol beta inh: 4%; LDHA inh: 0; APE1 inh: inconclusive; Anesthetic bind: 4%; Pol kappa inh: -4%; 12-LOX inh: -2%; ERG-DNA inh: -12%

What do the screens show for `COc1ccc(C2C(=O)N(C3CCCCC3)CC(=O)N2CCC2=CCCCC2)cc1` (centres undefined)?
RGS4 inhibitor: 12%; POLH inh: -2%; Pol beta inh: -8%; LDHA inh: -9; Anesthetic bind: -12%; Pol kappa inh: -6%[60.1 µM]; 12-LOX inh: -18%; ERG-DNA inh: -2%

How did COc1ccccc1OCCNC(=O)c1cc(SC)ccc1Cl do in these assays?
RGS4 inhibitor: inconclusive; POLH inh: -7%; Pol beta inh: -1%; LDHA inh: -2; APE1 inh: -3%; Anesthetic bind: 6%; Pol kappa inh: -21%; 12-LOX inh: -24%; ERG-DNA inh: -3%

What do the screens show for `Clc1ccc2c(c1)CNc1c(ncnc1N1CCOCC1)O2`?
RGS4 inhibitor: 10%; POLH inh: -2%; Pol beta inh: 6%; LDHA inh: -11; APE1 inh: 0%; Anesthetic bind: -5%; Pol kappa inh: -1%; 12-LOX inh: 399%[activator]; ERG-DNA inh: -9%

Results for COc1ccc(-n2nc(C(=O)O)cc2-c2ccccc2)cc1 ?
RGS4 inhibitor: 1%; POLH inh: 4%; Pol beta inh: 12%; LDHA inh: 4; APE1 inh: 25%; Anesthetic bind: -7%; Pol kappa inh: 9%; 12-LOX inh: inconclusive; ERG-DNA inh: -22%

How did CCN(CC)c1ccc(NC(=O)C2CCCN(S(=O)(=O)c3cccnc3)C2)c(C)c1 (centres undefined) do in these assays?
RGS4 inhibitor: -16%; POLH inh: -12%; Pol beta inh: -17%; LDHA inh: 4; APE1 inh: -1%; Anesthetic bind: -5%; Pol kappa inh: 6%; 12-LOX inh: 248%[activator]; ERG-DNA inh: -4%

How did O=C(O)c1ccc(NC(=O)c2cccc(C(=O)Nc3ccc(C(=O)O)cc3)n2)cc1 do in these assays?
RGS4 inhibitor: -21%; POLH inh: 22%; Pol beta inh: 0%; LDHA inh: -5; APE1 inh: 11%; Anesthetic bind: 4%; Pol kappa inh: 10%; 12-LOX inh: 8%; ERG-DNA inh: 5%

What do the screens show for `N#C/C(=C/c1cn(CC(=O)O)c2ccccc12)C(=O)NCc1ccccc1`?
RGS4 inhibitor: -24%; POLH inh: -13%; Pol beta inh: 0%; LDHA inh: -1; APE1 inh: 2%; Anesthetic bind: -12%; Pol kappa inh: -8%; 12-LOX inh: -29%; ERG-DNA inh: 2%

What do the screens show for `O=c1[nH]c(=O)c2cn[nH]c2[nH]1`?
RGS4 inhibitor: 3%; POLH inh: 0%; LDHA inh: -8; APE1 inh: 0%; Pol kappa inh: 2%; 12-LOX inh: 8%; ERG-DNA inh: 1%

Results for CCCCn1c(N)c(N(CCOC)C(=O)c2cc3c(s2)CCC3)c(=O)[nH]c1=O ?
RGS4 inhibitor: -40%; POLH inh: -19%; LDHA inh: -3; APE1 inh: 10%; Pol kappa inh: -10%; 12-LOX inh: -26%; ERG-DNA inh: 12%

What do the screens show for `CC(=O)Nc1c(C)cc(S(C)(=O)=O)cc1C`?
RGS4 inhibitor: 16%; POLH inh: -9%; Pol beta inh: 1%; LDHA inh: -4; APE1 inh: inconclusive; Anesthetic bind: -6%; Pol kappa inh: -4%; 12-LOX inh: -17%; ERG-DNA inh: 8%

What do the screens show for `O=C1C2CC=CCC2C(=O)N1Cc1ccccc1Cl` (centres undefined)?
RGS4 inhibitor: -10%; POLH inh: -14%; Pol beta inh: 29%; LDHA inh: -7; APE1 inh: 2%; Anesthetic bind: inconclusive; Pol kappa inh: -7%; 12-LOX inh: -10%; ERG-DNA inh: 1%

Results for CC(=O)Nc1nc2n(n1)C(c1ccc(Cl)cc1)C=C(C)N2 (centres undefined) ?
RGS4 inhibitor: 7%; POLH inh: -5%; Pol beta inh: 5%; LDHA inh: -1; APE1 inh: -1%; Anesthetic bind: 372%[activator]; Pol kappa inh: -6%; ERG-DNA inh: 1%

How did Cc1ccc(CCNC(=O)c2cc(C)nn2-c2ccccc2)cc1 do in these assays?
RGS4 inhibitor: 6%; POLH inh: -3%; Pol beta inh: 18%; LDHA inh: 0; APE1 inh: -1%; Anesthetic bind: -4%; Pol kappa inh: 2%; 12-LOX inh: -4%; ERG-DNA inh: 7%

Results for CCOc1ccccc1-c1cc(-c2ccc(OC)cc2)nc2c1c(=O)n(C)c(=O)n2C ?
RGS4 inhibitor: -2%; POLH inh: -3%; Pol beta inh: 1%; LDHA inh: -6; APE1 inh: 8%; Anesthetic bind: -9%; Pol kappa inh: -6%; 12-LOX inh: 448%[activator]; ERG-DNA inh: -6%

Results for CCCc1cc(=O)[nH]c(NCc2ccc(Cl)cc2)n1 ?
RGS4 inhibitor: 20%; POLH inh: -12%; Pol beta inh: -13%; LDHA inh: 3; APE1 inh: 1%; Anesthetic bind: -14%; Pol kappa inh: -14%; 12-LOX inh: 2%; ERG-DNA inh: 3%

Results for CC(=O)Nc1ccc(NC(=O)C/C(C)=N/NC(N)=S)cc1 ?
RGS4 inhibitor: -41%; POLH inh: -24%; Pol beta inh: 13%; LDHA inh: -4; APE1 inh: 2%; Anesthetic bind: 2%; Pol kappa inh: 4%; 12-LOX inh: -71%; ERG-DNA inh: 2%

Results for CCOC(=O)c1[nH]c(C)c(CCC(=O)NCc2cccc(Cl)c2)c1C ?
RGS4 inhibitor: 9%; POLH inh: -6%; Pol beta inh: 4%; LDHA inh: -5; Anesthetic bind: -5%; Pol kappa inh: -11%[60.1 µM]; 12-LOX inh: -13%; ERG-DNA inh: -1%

Results for Cc1ccc(CNC(=O)c2cccnc2Sc2cccc(Cl)c2)cc1 ?
RGS4 inhibitor: -21%; POLH inh: -19%; Pol beta inh: 47%[activator]; LDHA inh: 1; APE1 inh: 17%; Anesthetic bind: -11%; Pol kappa inh: -5%; 12-LOX inh: 11%; ERG-DNA inh: 6%

How did COC(=O)c1nc(NC(=O)c2ccccc2)n[nH]1 do in these assays?
RGS4 inhibitor: 4%; POLH inh: -2%; Pol beta inh: 0%; LDHA inh: -1; APE1 inh: 0%; Anesthetic bind: -3%; Pol kappa inh: 5%; 12-LOX inh: 0%; ERG-DNA inh: 1%

Results for O=C(CN1CCN(c2ccc(O)cc2)CC1)Nc1ccc(S(=O)(=O)N2CCCC2)cc1 ?
RGS4 inhibitor: -22%; POLH inh: -9%; LDHA inh: 34; APE1 inh: 16%; Pol kappa inh: -17%; 12-LOX inh: inconclusive; ERG-DNA inh: 2%

How did O=C(NN1CCOCC1)c1cc(-c2cccs2)nc2ccccc12 do in these assays?
RGS4 inhibitor: 1%; POLH inh: -5%; Pol beta inh: 8%; LDHA inh: -10; APE1 inh: -4%; Anesthetic bind: 31%[activator]; Pol kappa inh: -6%; 12-LOX inh: 6%; ERG-DNA inh: 3%

How did CCOc1ccc(OCc2ccc(C(=O)OCc3ccccn3)o2)cc1 do in these assays?
RGS4 inhibitor: -21%; POLH inh: -13%; Pol beta inh: 1%; LDHA inh: -1; APE1 inh: -9%; Anesthetic bind: inconclusive; Pol kappa inh: -11%; 12-LOX inh: 3%; ERG-DNA inh: -4%

Results for CC(C)c1ccc(/C=C/C(=O)Nc2nc3ccc([N+](=O)[O-])cc3s2)cc1 ?
RGS4 inhibitor: -3%; POLH inh: 10%; Pol beta inh: 25%; LDHA inh: 0; APE1 inh: 0%; Anesthetic bind: -8%; Pol kappa inh: -5%; 12-LOX inh: -13%; ERG-DNA inh: -8%

Results for Cc1ccccc1Sc1ccc([N+](=O)[O-])cn1 ?
RGS4 inhibitor: -23%; POLH inh: -5%; LDHA inh: -6; Pol kappa inh: -15%; 12-LOX inh: 46%[activator]; ERG-DNA inh: -4%

An excerpt from above in order of length of the SMILES, smallest number first.
How did O=C(NN1CCOCC1)c1cc(-c2cccs2)nc2ccccc12 do in these assays?
RGS4 inhibitor: 1%; POLH inh: -5%; Pol beta inh: 8%; LDHA inh: -10; APE1 inh: -4%; Anesthetic bind: 31%[activator]; Pol kappa inh: -6%; 12-LOX inh: 6%; ERG-DNA inh: 3%

How did CCOc1ccc(OCc2ccc(C(=O)OCc3ccccn3)o2)cc1 do in these assays?
RGS4 inhibitor: -21%; POLH inh: -13%; Pol beta inh: 1%; LDHA inh: -1; APE1 inh: -9%; Anesthetic bind: inconclusive; Pol kappa inh: -11%; 12-LOX inh: 3%; ERG-DNA inh: -4%

Results for CC(C)c1ccc(/C=C/C(=O)Nc2nc3ccc([N+](=O)[O-])cc3s2)cc1 ?
RGS4 inhibitor: -3%; POLH inh: 10%; Pol beta inh: 25%; LDHA inh: 0; APE1 inh: 0%; Anesthetic bind: -8%; Pol kappa inh: -5%; 12-LOX inh: -13%; ERG-DNA inh: -8%
